Assay outcomes: PubChem BioAssay, several laboratories
TPT1 inhibitor – C. albicans TPT1 enzyme inhibition | 300,000 compounds, 0.81% hits | recombinant caTPT1, FP RNA substrate dephosphorylation | inhibition, % at 5 µM;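 active means inhibition above the mean of all tested compounds plus 3 SD, set per screening campaign, cut at about 24% in these data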;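 further: plate controls were DMSO alone for no effect and ferristatin control at 100 nM for full effect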
PP5 primary – inhibitors of human protein phosphatase 5 (PP5). P53041. purified PP5c, OMFP substrate fluorescence. inhibition, % at 6.7 µM. 320,000 compounds, 0.18% hits. AID 1987;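 active means inhibition above the campaign's mean inhibition across all tested compounds plus 3 SD, cut at about 9.5% in these data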;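 further: 0% = DMSO only and 100% = 100 µM cantharidin control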
Target sequence (P53041 whole entry, looked up): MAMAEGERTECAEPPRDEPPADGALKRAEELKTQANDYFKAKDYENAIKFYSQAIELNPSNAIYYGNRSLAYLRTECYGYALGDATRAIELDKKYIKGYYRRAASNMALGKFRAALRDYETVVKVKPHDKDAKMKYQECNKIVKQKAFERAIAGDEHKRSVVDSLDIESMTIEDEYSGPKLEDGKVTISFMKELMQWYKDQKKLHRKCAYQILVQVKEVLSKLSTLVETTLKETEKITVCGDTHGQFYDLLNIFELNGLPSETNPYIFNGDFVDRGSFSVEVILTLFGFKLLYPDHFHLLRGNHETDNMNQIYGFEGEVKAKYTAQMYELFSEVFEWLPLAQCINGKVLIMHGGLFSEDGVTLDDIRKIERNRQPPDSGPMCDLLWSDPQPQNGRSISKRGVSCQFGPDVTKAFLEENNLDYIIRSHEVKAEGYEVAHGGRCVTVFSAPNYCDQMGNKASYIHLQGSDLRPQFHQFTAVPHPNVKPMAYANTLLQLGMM
GASC-1 inh – inhibitors of human GASC-1 (JMJD2C) demethylase | inhibition, % at 2.35 µM | Q9H3R0 | 330,000 compounds, 0.069% hits | GST-JMJD2C(1-420) H3K9me3 demethylation, DELFIA europium;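 active means more than half of a compound's replicate wells show inhibition beyond 50%, single wells judged on their own value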;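 further: signal counts dimethyl H3K9 product captured on neutravidin plate; 0% = median of DMSO wells and 100% = 0.3 times that DMSO median; strong numbers were not always called active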
Target sequence (Q9H3R0 1-420 limits assumed): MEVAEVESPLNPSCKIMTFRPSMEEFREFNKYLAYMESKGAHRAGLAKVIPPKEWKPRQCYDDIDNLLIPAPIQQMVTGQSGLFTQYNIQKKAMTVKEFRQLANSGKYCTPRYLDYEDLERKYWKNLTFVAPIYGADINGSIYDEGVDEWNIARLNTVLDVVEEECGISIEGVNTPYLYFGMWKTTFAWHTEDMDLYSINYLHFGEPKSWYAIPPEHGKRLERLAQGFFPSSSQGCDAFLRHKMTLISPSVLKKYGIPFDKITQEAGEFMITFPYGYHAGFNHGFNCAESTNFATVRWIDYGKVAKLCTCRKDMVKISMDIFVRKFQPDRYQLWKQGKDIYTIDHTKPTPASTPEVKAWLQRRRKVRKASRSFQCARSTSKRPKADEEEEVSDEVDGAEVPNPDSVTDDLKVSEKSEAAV
Efflux pump inh – antifungal efflux pump inhibition, Nile Red retention | S. cerevisiae Candida pump triplex | inhibition, % at 10 µM | 330,000 compounds, 0.44% hits;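 active means plate passing quality check with inhibition over a set limit, or well fluorescence over plate mean plus 4 SD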;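 further: Nile Red retained in pooled yeast measured as flow cytometry median fluorescence; 0% = buffer negative control and 100% = Enniatin B positive control; higher means more Nile Red kept so more efflux inhibition; some compounds called inactive have numbers as strong as hits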
PP1 counter – blocks human PP1-alpha phosphatase, a PP5 counter-screen; 320,000 compounds, 0.9% hits; AID 2235; P62136; purified PP1alpha, OMFP fluorescence; inhibition, % at 6.7 µM;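 active means inhibition above the mean inhibition of all tested compounds plus 3 SD, computed separately for each screening campaign, cut at about 15% in these data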
core dimer inh – blocks dimerization of HCV core protein. 300,000 compounds, 0.33% hits. TR-FRET GST/Flag-core106 dimerization, 1536-well. AID 1899. inhibition, % at 5 µM;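 active means inhibition above the mean of all tested compounds plus 3 SD, set per screening campaign, cut at about 45% in these data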
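Material: Tagged HCV core106 pair (GST and Flag) | Amount: GST-core106 13.5 nM, Flag-core106 17 nM | Medium: KF-containing HEPES buffer, pH 7.45, DTT, CHAPS, BSA | Reagent: Eu donor and XL665 acceptor anti-tag antibodies | Schedule: 4 h at 22.5 °C | Technique: Time-resolved FRET, ex 340 nm, em 617 and 671 nm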
LYPLA2 inh – LYPLA2 (human) inhibition in PME1 counter-screen; O95372; inhibition, % at 5.9 µM; 320,000 compounds, 0.38% hits; recombinant LYPLA2, FP-Rh probe fluorescence polarization;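 active means inhibition above the screen-wide mean plus 3 SD, limit set per campaign, cut at about 26% in these data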;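 further: 0% = LYPLA2 with DMSO and 100% = wells lacking LYPLA2 enzyme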
PREPL inhibitor – inhibits the human prolyl oligopeptidase-like enzyme; 320,000 compounds, 0.68% hits; Q4J6C6; AID 2751; inhibition, % at 5.96 µM; recombinant PREPL, fluorescence polarization activity-based probe; in the data active means inhibition above about 43%;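 further: 0% = enzyme with DMSO and 100% = wells lacking enzyme; many of its hits are not listed in these tables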
Fh CTSL1 inh – counter-screen for PFM18AAP inhibitors: inhibitors of F. hepatica cathepsin L1 | inhibition, % at 5.96 µM | 300,000 compounds, 0.49% hits | recombinant F. hepatica cathepsin L1, Z-Leu-Arg-MCA fluorescence;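 active means inhibition above the mean of all tested compounds plus 3 SD, set per screening campaign, cut at about 17% in these data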;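 further: 0% = plate median of test compound wells and 100% = 1 µM Z-Phe-Ala-diazomethylketone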
* = called active by the depositor; nt = not tested or not shown; & = joins results of further samples. A portion of the library, so the mix of outcomes need not match the whole.

SMILES	TPT1 inhibitor	PP5 primary	GASC-1 inh	Efflux pump inh	PP1 counter	core dimer inh	LYPLA2 inh	PREPL inhibitor	Fh CTSL1 inh
CCCc1cc(=O)[nH]c(SCC(=O)Nc2oc(C)c3c(C)n[nH]c(=O)c23)n1	0	-0.2	42	0.3	-2	-2	-1	5	1
Cc1cccc(OCCCC(=O)Nc2ccc(S(N)(=O)=O)cc2)c1	-1	4.4	0	0.4	-1	4	-1	-10	0
CCOc1ccc(-c2c(=O)n(OCc3ccc([N+](=O)[O-])cc3)c3ccccc3[n+]2[O-])c(OCC)c1	2	0.8	-1	0.2	4	1	-5	-2	0
CCCS(=O)(=O)N1CCN(S(=O)(=O)c2ccc(F)cc2)CC1	0	0.3	-9	-0.1	6	-7	4	-6	0
CCN(C(=O)c1cn(C)c(=O)c2cc(OC)c(OC)cc12)c1cc(OC)ccc1OC	1	1.6	1	-0.1	-1	-7	1	5	0
CCC(C)(C)n1nnnc1CN(Cc1cc2cc(OC)ccc2[nH]c1=O)C1CCCC1	2	-0.7	7	0.0	0	10	-9	6	5
Cc1ccc(C(=O)CSc2nc(C(C)C)nc3ccccc23)cc1	1	0.9	0	0.1	4	14	-4	-4	0
CC1(C)CC(=O)C(C=NCCc2ccccn2)=C(O)C1	3	-1.7	-3	0.1	-4	-5	0	-1	6
Cc1sc2ncnc(N3CCC(C(=O)NNC(=O)COc4ccccc4F)CC3)c2c1C	3	0.9	-4	0.1	-3	-4	1	-6	-18
CCOC(=O)C[C@H]1c2ccc(C(F)(F)F)cc2S(=O)(=O)N1C1CCCC1	0	5.3	-9	0.1	1	-1	4	-4	0
Cc1cc(-c2n[nH]c(=S)n2/N=C/C(Cl)=C/c2ccccc2)n[nH]1	5	2.8	6	-0.1	5	4	3	2	-2
O=c1c([N+](=O)[O-])c(O)c2cccc3c2n1CCC3	-1	2.7	-19	1.2	5	-7	-5	11	3
COc1ccc(Cn2c(-c3ccco3)nc3oc4ccccc4c(=O)c3c2=O)cc1	-7	-0.1	3	0.0	-3	6	2	0	-4
CCCCOC(=O)Nc1nnc(-c2ccccc2OC)s1	-2	-2.0	11	-0.1	-3	8	-2	-4	-1
COCCCC1CCN(C(=O)C2CCC(=O)N(Cc3cccc(F)c3)C2)CC1 (stereo not given)	-1	-1.0	1	0.3	-3	-2	4	9	3
COc1cc(NC(=O)C2CCCC2)c(OC)cc1Cl	3	1.1	-2	0.1	0	2	-2	-2	6
N#Cc1ccc(NC(=O)Cn2cnc(S(=O)(=O)N3CCCC3)c2)cc1	3	0.3	-5	0.1	-3	-6	4	9	1
CN(C)c1ccc(C(=S)N2CCN(c3ccc([N+](=O)[O-])cc3)CC2)cc1	1	-2.2	0	0.2	2	11	2	23	5
COc1ccc(N2CCN(CCN3C(=O)c4ccccc4C3=O)CC2)cc1	-1	-0.4	-19	-0.4	-3	-1	2	4	-1
C#CCOCCOCCOCCNc1nc(N2CCN(C(=O)CCCCCCCCCCNC(=O)[C@H]([C@@H](C)CC)n3cc(CCCCN=C(N)N)nn3)CC2)nc(N2CCN(C(=O)CCCCCCCCCCNC(=O)[C@H](CCCCN)n3cc(C)nn3)CC2)n1	-1	6.1	30	1.3	70*	22	24	45*	1
CC1(C)Cc2cccc(Oc3ccc(S(=O)(=O)N4CCCCC4)cn3)c2O1	-1	-1.3	-3	0.0	1	4	4	4	-1
COCCOC(=O)C1=C(C)NC2(O)c3ccccc3C(=O)C12O (stereo not given)	1	4.4	4	0.0	-4	-3	2	-1	3
CCSc1nnc(NC(=O)CCc2ccccc2)s1	0	1.0	12	-0.2	1	16	3	4	-2
COc1ccc(/C=N/N2CCN(c3ccccc3)CC2)cc1Br	-4	1.1	-11	-0.1	-3	14	1	5	0
O=C(c1cccc(Cl)c1)N1CCC(N2CCC(C(=O)N3CCOCC3)CC2)CC1	-2	-5.7	-5	0.3	-11	0	-1	19	7
O=C(Nc1ccccc1)NN1CC(=O)N(c2ccc(Cl)cc2)CC1=O	-1	0.7	2	-0.1	-6	4	8	13	-1
O=C(CCC1CCCCC1)NCCS(=O)(=O)N1CCN(c2ccccc2F)CC1	2	0.3	10	0.2	-7	-5	-1	-4	1
COc1ccc(C(=O)N/N=C/c2sc3ccccc3c2O)cc1	139*	1.8	5	-0.1	12	-35	4	-9	3
Cc1ccc(NC(=O)CCN2CC(C)OC(C)C2)cc1C (stereo not given)	4	4.9	-5	0.4	-4	-2	6	0	-3
CN(C(=O)COC(=O)/C=C/c1ccc(Cl)c(Cl)c1)c1c(N)n(Cc2ccccc2)c(=O)[nH]c1=O	2	1.7	-3	0.0	-5	5	-5	-10	0

Ordered by the number under PP5 primary (lowest first): three of the compounds above.
Molecule	PP5 primary
CCCCOC(=O)Nc1nnc(-c2ccccc2OC)s1	-2.0
CCN(C(=O)c1cn(C)c(=O)c2cc(OC)c(OC)cc12)c1cc(OC)ccc1OC	1.6
COc1ccc(C(=O)N/N=C/c2sc3ccccc3c2O)cc1	1.8

The list goes on:
SMILES	TPT1 inhibitor	PP5 primary	GASC-1 inh	Efflux pump inh	PP1 counter	core dimer inh	LYPLA2 inh	PREPL inhibitor	Fh CTSL1 inh
N#CCSc1nc2c(cc1C#N)CCCCCC2	-2	3.9	nt	0.3	0	10	-5	7	-6
Cc1cc(C)c(OCCCCN2CCC(C)CC2)c(Br)c1	2	2.9	11	0.3	0	-4	5	-3	8
COc1ccc(OC)c(/C=N/NC(=O)Cc2nc3ccccc3[nH]2)c1	0	-3.6	-20	0.5	-5	-1	-14	-3	3
CCCNC(=O)c1ccc2c(=O)c(O)c(-c3ccc(OC)cc3)[nH]c2c1	-18	2.0	57	0.3	0	-17	-8	16	-2
COc1cccc(NC(=S)NNC(=O)Cn2nc(C(F)F)cc2C(F)F)c1	0	-1.7	-5	0.0	1	-4	1	-3	-1
c1ccc(-c2cn(C[C@H]3CC[C@@H]([C@@H]4CC[C@H](Cn5cc(-c6ccccn6)nn5)O4)O3)nn2)nc1	0	4.2	-4	-0.1	-1	-7	-2	2	-1
Cc1cc(C)c2c(c1)/C(=C/C(=O)c1ccc(Br)s1)C(=O)N2	3	-1.6	-2	-0.2	-3	7	1	-6	-2
CCOc1ccc(C2C(C#N)=C(N)SC(N)=C2C#N)cc1OCC	126*	-1.4	-5	-0.1	-1	58*	-19	2	6
COc1cccc(CN(Cc2ccccc2F)S(=O)(=O)c2ccc(S(=O)(=O)NCc3ccccc3)cc2)c1	1	4.5	0	0.3	2	2	10	-5	2
NS(=O)(=O)c1ccc(CCNC(=O)C2CCN(S(=O)(=O)c3cccc4cccnc34)CC2)cc1	1	2.1	-10	0.0	2	-4	4	-3	-3
O=C(CSc1ncccn1)NCCC1=CCCCC1	-2	-1.1	0	-0.1	-1	-4	-2	1	10
COc1ccc(-c2sc3ccccc3c2C#CC2(O)CCCCC2)cc1	3	3.2	3	0.3	-2	-39	-29	6	1
O=C(NCCc1ccccc1)c1ccc(CS(=O)(=O)Cc2ccccc2F)o1	0	-1.5	3	-0.3	0	-1	4	1	-3
COc1cc(CN2C(=O)C(NC(=O)c3ccco3)(C(F)(F)F)C3=C2CC(C)(C)CC3=O)cc(OC)c1 (stereo not given)	-1	2.2	-6	0.2	0	1	2	-3	0
C[C@H](NC(=O)c1ccccc1)C(=O)OCC(=O)Nc1ccc2c(c1)OCO2	nt	1.3	-6	0.2	-4	nt	-7	9	nt
COc1ccc(CN2CCN(C(=O)c3ccco3)CC2)c(OC)c1OC	-2	-0.9	4	-0.1	3	1	1	1	0
CCN(Cc1cnn(C)c1)Cc1nc(C2(c3ccc(C)cc3)CCCC2)no1	3	-0.6	2	0.0	0	3	7	-9	3
COC(=O)C(NC(C)=O)(Nc1nc2c(s1)CCCC2)C(F)(F)F (stereo not given)	-1	-0.6	-9	-0.1	2	0	2	-5	1
CC(c1ccco1)N(C(=O)c1ccc(C#N)cc1)c1ccccn1 (stereo not given)	3	0.9	19	0.2	3	-4	2	14	-3
CC(C)COP(=O)(c1ccc(N(C)C)cc1)C(Nc1ccccc1)c1cccnc1 (stereo not given)	-1	3.6	4	0.1	0	-2	-1	11	-2
Cc1ccc(C)c(NC(=O)Cn2c(=O)n(-c3ccc(CC(=O)NCC4CCCO4)cc3)c(=O)c3ccccc32)c1 (stereo not given)	2	0.2	1	0.0	-1	4	0	5	6
COCc1cc(=O)n2[nH]cc(-c3ccsc3)c2n1	0	1.6	0	0.3	2	-16	-8	-7	1
CN(C)/C=C1/C(=O)N(c2ccc([N+](=O)[O-])cc2)N=C1c1ccccc1	-3	1.7	-5	0.0	20*	2	-5	0	0
O=C1OCCC1Sc1nnc(-c2cccc(Br)c2)o1 (stereo not given)	0	12*	-4	0.2	-4	1	8	7	0
CCc1ccc(CNc2ccc3c(c2)ncn3C(C)(C)C)cc1	0	3.8	20	-0.1	5	1	-2	48*	-1
Cc1ccc(C)c(C(=O)COC(=O)c2nn(C)c(=O)c3ccccc23)c1	nt	1.9	3	-0.2	-1	nt	9	13	nt
O=[N+]([O-])c1cccc(-c2cn(-c3ccccc3)c(=S)[nH]2)c1	0	-1.3	16	-0.1	-1	-3	-8	10	1
COC(=O)c1ccc(/C=N/N2CCN(Cc3ccccc3Cl)CC2)cc1	-1	1.7	-11	0.1	1	0	-5	12	2
CN(CC(=O)Nc1ccccc1Cl)C(=O)c1ccc(N2CCCCCC2)c([N+](=O)[O-])c1	nt	4.8	-2	0.3	4	nt	2	21	nt
Cc1ccc(C)c(SCC(=O)Nc2nnc(-c3ccccc3)o2)c1	4	2.9	2	0.2	8	1	6	4	0
OC(COc1ccc(OCC(O)CN2CCCCCC2)cc1)CN1CCCCCC1 (stereo not given)	0	1.6	3	0.0	-2	-12	2	10	3
CCN1C(=O)[C@@H]2[C@@H](c3ccc(-c4ccc5c(c4)OCO5)c(OC)c3)N3CCCC[C@@]3(C(=O)OC)[C@@H]2C1=O	0	1.5	16	0.0	-6	17	-3	1	2
C[C@]12C(=O)N(c3ccccc3)C(=O)N1[C@@H]1c3ccccc3OC[C@@H]1[C@H]2c1ccccc1	-4	4.8	-6	0.2	7	-11	6	4	2
COc1cc(C2C(C(=O)c3ccc(C)o3)=C(O)C(=O)N2c2cc(C)on2)cc(Br)c1O (stereo not given)	3	0.4	9&-3	0.1	5	0	-6	-1	0
O=C(NC(=S)N1CCCCC1c1cccnc1)c1ccc(F)cc1 (stereo not given)	-1	1.0	1	-0.1	-1	6	-8	1	1
COc1ccc(S(=O)(=O)n2nc(OC(=O)c3c(-c4ccccc4Cl)noc3C)cc2N)cc1	-2	3.8	-9	0.0	5	0	1	8	18*
Nc1c(Cl)cc(-c2csc(N3CCCC3c3nc4cc(Cl)c(Cl)cc4n3CCOCCO)n2)cc1Cl (stereo not given)	4	4.3	-22	0.0	-2	-3	-6	12	2
COc1ccccc1NS(=O)(=O)c1cc(C(=O)NCC(c2ccco2)N(C)C)ccc1C (stereo not given)	-4	-3.4	-3	0.0	-4	2	0	-3	0
COc1cc(NC(=O)Cc2c(C(=O)O)[nH]c3ccccc23)cc(OC)c1OC	1	0.0	0	0.1	18*	2	2	5	2
